# High-throughput results from PubChem.
# Scp1 inh: Scp-1 (human) phosphatase inhibition. Q9GZU7. Recombinant Scp1, phosphopeptide, malachite green phosphate absorbance. inhibition, % at 20 µM. hit rate 0.88% among 340,000. AID 493091;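 active means inhibition above about 50% at 20 µM, limit read from the data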;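 further: plate controls were DMSO wells with enzyme for no effect and wells lacking enzyme for full effect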
# Target sequence (Q9GZU7 76-261 limits assumed): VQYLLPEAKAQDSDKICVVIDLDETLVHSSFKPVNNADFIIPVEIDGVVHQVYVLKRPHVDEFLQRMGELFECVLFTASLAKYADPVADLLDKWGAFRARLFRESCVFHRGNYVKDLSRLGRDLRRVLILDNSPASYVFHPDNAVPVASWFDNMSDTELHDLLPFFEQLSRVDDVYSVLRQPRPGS
#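 Material: truncated SCP-1 phosphatase (76-261aa) / Buffer or medium: 50 mM Tris acetate pH 5.5, 0.005% Tween-20, 10 mM MgCl2 / Compound dosing: one concentration, 20 µM, with 1.0% DMSO / Incubation: 45 min room-temperature reaction, 5 min colour, 30 min stabiliser / Detection: colorimetric free-phosphate detection, absorbance 630 nm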
# SKN-1 block: blocks SKN-1 activity in C. elegans. C. elegans VP596 Pgst-4::GFP/RFP ratio, acrylamide-induced, 24 h. inhibition, % at 21.8 µM. hit rate 0.49% among 360,000. AID 624304;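 active means interference check ratio from 0.5 to 1.5 plus GFP to RFP signal ratio inhibition reaching or exceeding a fixed threshold, cut at about 30% in these data, passing the limit was not always enough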; further: some compounds called inactive have numbers as strong as hits
# Neddyl block: blocks human cullin neddylation | calls only at 25 µM | hit rate 0.58% among 360,000 | TR-FRET cullin neddylation, biochemical; in the data active means inhibition above about 36%
# TbMetRS inhib: blocks T. brucei methionyl-tRNA synthetase activity. purified T. brucei MetRS, ATP depletion, Kinase-Glo luminescence. inhibition, % at 11.9 µM. hit rate 0.4% among 360,000;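 active means inhibition above a per-plate cutoff of the control wells' mean inhibition plus 3 SD, cut at about 5.5% in these data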;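 further: 0% = DMSO wells median and 100% = median of wells with control inhibitor compound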
#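 assay system = parasite MetRS enzyme | timing = 15 min preincubation, 2 h reaction, all 25 °C | evaluation = percent inhibition relative to median high and low control wells | medium = HEPES buffer containing pyrophosphatase, BSA, spermine, DTT | compound = single dose, 11.9 µM final nominal, 0.9% final DMSO | detection = Kinase-Glo luminescence, ATP depletion format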
# DNMT1 inh: DNMT1 (human) enzyme inhibition; hit rate 0.83% among 360,000; DNMT1 molecular beacon, Hinp1I cleavage, fluorescence; P26358; inhibition (reported as % activation of signal), % at 10 µM; in the data active means inhibition above about 50%
# LMPTP block: blocks human LMPTP phosphatase; inhibition, % at 20 µM; hit rate 0.22% among 360,000; P24666; recombinant LMPTP-A, OMFP fluorogenic substrate, fluorescence intensity;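 active means compounds that cut the enzyme signal by at least half of the control window in the single-dose screen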;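 further: plate controls were DMSO wells with enzyme plus substrate for no effect and substrate without enzyme for full effect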
# Target sequence (P24666 whole entry, looked up): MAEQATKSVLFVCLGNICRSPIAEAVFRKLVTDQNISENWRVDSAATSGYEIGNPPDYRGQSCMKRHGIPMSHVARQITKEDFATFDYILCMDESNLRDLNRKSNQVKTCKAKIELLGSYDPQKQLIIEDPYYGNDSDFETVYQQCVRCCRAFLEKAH
#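 Assay system: LMPTP-A phosphatase enzyme | Input: 0.625 nM enzyme | Also added: Fluorogenic phosphatase substrate OMFP at 400 µM final | Compound dosing: One test concentration per compound, 20 µM, with 3% DMSO overall | Schedule: 50 min enzyme reaction at room temperature, protected from light | Signal: Fluorescence intensity | Benchmarks: no-enzyme and uninhibited controls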
# NadD block: inhibitors of Staphylococcus aureus NadD; purified NadD enzyme, colorimetric absorbance read-out; hit rate 0.78% among 360,000; inhibition, % at 20 µM; in the data active means inhibition above about 26%; further: some compounds past the cut are filed as inactive
# STEP inh: blocks human striatal-enriched tyrosine phosphatase. recombinant STEP, OMFP fluorogenic substrate, fluorescence. inhibition, % at 20 µM. hit rate 0.25% among 360,000;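 active means inhibition at 20 µM, scaled per plate between control wells, above about 37%, limit read from the data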;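 further: 0% = DMSO with enzyme and substrate and 100% = substrate only without enzyme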
# Target sequence (P54829 whole entry, looked up): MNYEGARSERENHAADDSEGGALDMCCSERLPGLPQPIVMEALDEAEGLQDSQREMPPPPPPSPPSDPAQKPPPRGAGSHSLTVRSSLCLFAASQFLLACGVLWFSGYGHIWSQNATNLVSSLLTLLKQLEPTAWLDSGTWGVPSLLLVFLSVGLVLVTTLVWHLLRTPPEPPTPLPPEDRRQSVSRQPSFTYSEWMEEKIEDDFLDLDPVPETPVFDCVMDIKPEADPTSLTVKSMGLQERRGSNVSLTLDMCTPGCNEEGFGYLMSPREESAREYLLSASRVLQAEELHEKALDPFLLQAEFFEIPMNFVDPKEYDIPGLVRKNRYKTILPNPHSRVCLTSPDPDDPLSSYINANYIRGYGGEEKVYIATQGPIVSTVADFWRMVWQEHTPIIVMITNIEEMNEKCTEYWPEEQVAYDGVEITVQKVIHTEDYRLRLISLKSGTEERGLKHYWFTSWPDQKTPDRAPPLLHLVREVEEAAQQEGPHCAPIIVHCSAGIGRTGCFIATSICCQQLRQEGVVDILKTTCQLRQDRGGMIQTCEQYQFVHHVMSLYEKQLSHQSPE
#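 material = STEP tyrosine phosphatase | reagent = fluorogenic phosphatase substrate OMFP at 25 µM final | doses = single compound dose of 20 µM, 1% DMSO final | schedule = 20 min reaction, room temperature, in the dark | measured by = fluorescence, 480/540 nm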
# CendR NRP1 mod: NRP-1/CendR interaction modulation; FAM-RPARPAR peptide binding to NRP-1, fluorescence polarization; inhibition, % at 25 µM; hit rate 0.85% among 360,000; AID 602438;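 active means inhibition or corrected inhibition above about 18%, plus a signal ratio from 0.5 to 1.5, limit read from the data, passing the limit was not always enough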; further: strong numbers were not always called active
# SUMO1-SIM PPI: alters human SUMO1 binding to SIM partners; AID 602429; inhibition, % at 20 µM; hit rate 0.33% among 360,000; SUMO1 binding to a labelled peptide, TR-FRET, 1 h; in the data active means inhibition above about 37%
# Numbers without * were called inactive; i = inactive; . = no result given.
SMILES,Scp1 inh,SKN-1 block,Neddyl block,TbMetRS inhib,DNMT1 inh,LMPTP block,NadD block,STEP inh,CendR NRP1 mod,SUMO1-SIM PPI
Cc1ccc(NC(=O)CCNS(=O)(=O)c2cccc3nsnc23)cc1,-5,3,i,0.8,-7,-0.7,0,-4,2,-20
O=C(CCC(=O)N1CCN(S(=O)(=O)c2ccc(Cl)cc2)CC1)Nc1ccc(Cl)cc1Cl,-1,5,i,-0.3,-3,0.4,3,2,11,2
COc1ccc(-c2nc(N/N=C(\C)c3ccc(O)cc3)c3ccccc3n2)cc1,-11,-4,i,0.0,-10,7.8,10,0,10,1
COc1ccc(/C=N/Nc2nonc2N)cc1,-6,2,i,-0.2,-1,0.1,-1,-1,11,-11
Cn1cc(CNC(=O)/C=C/c2ccc(Cl)cc2)cn1,-3,-4,i,0.1,-1,-2.3,-9,0,13,-1
COc1ccccc1NS(=O)(=O)c1ccc(C)c(C(=O)NC2=NCCS2)c1,-3,-7,i,-0.4,0,-0.4,10,-2,0,-3
Cc1ccc(SCC(=O)NCc2ccccc2)cc1,-4,0,i,-0.9,0,-2.4,-8,2,6,7
CCCN(C(=O)c1ccc(S(=O)(=O)N2CCCC2)cc1)C1CCS(=O)(=O)C1 (stereo unspecified),6,-5,i,-0.5,-1,0.4,-4,-4,-4,-3
CCOCCCN1CC(C(=O)NCc2ccc3c(c2)OCO3)CC1=O (stereo unspecified),-3,5,i,-0.8,1,-0.4,-5,-5,-9,-3
C/C(=N\NC(=O)c1cc(C)oc1C)c1ccc2c(c1)OCO2,-7,0,i,0.4,-2,-1.3,0,-1,11,2
COc1ccc(N(C(=O)c2ccc(F)cc2)C2=CC3CCC(C2)N3C)cc1 (stereo unspecified),4,-5,i,-0.3,1,-0.1,-3,0,-4,3
Cc1ccc(-n2nc(C)c3c(-c4cccs4)c(C#N)c(N)nc32)cc1,-10,23,i,0.1,-13,2.5,3,7,-8,6
CCC/C(C#CCCN1C(=O)c2ccccc2C1=O)=C1/c2ccccc2C(=O)N1c1ccccc1,-4,4,i,-0.4,-2,4.6,5,0,-19,-1
COc1ccccc1CNC(=O)C1CCCN(S(=O)(=O)c2c(C)[nH]c(=O)[nH]c2=O)C1 (stereo unspecified),-3,1,i,-0.8,0,0.9,3,0,-8,1
O=C(NCc1ccccc1)c1cc(C2CCCCN2S(=O)(=O)c2cccc3cccnc23)on1 (stereo unspecified),.,-7,i,-0.3,-1,-1.3,-6,0,-1,3
Cc1ccc(C)c(S(=O)(=O)N2CCN(C(=O)CCC(=O)NCc3ccc(Cl)cc3)CC2)c1,4,-15,i,0.0,-4,1.0,-3,0,15,-2
CCC(C)Oc1cc(-c2ccnc(Nc3cccc(Cl)c3)n2)ccn1 (stereo unspecified),0,17,i,-0.1,-7,0.2,2,0,-1,0
N=C1/C(=C\c2ccc(Br)o2)C(=O)N=C2SC(CC(=O)N3CCCCC3)=NN12,80*,14,i,0.1,94*,34,14,18,-64,46*
CCN1CCN(c2ccc(NC(=O)c3ccc(Cl)c(S(=O)(=O)N4CCCC4)c3)cc2)CC1,-5,3,i,-0.4,-5,-0.3,-4,-2,-9,-27
O=C(CN1C(=O)COc2ccccc21)c1cccc(Cl)c1,-6,6,i,-1.0,-2,0.6,-9,-1,-5,2
C[C@@H]1CN([C@@H](C)CO)C(=O)CCCn2cc(nn2)CO[C@H]1CN(C)S(=O)(=O)c1ccccc1C#N,.,4,i,0.7,3,-2.7,2,-1,-5,4
Cn1nnnc1SCC(=O)c1ccco1,1,2,i,-0.4,1,-2.2,-1,-1,19*,-1
O=S1OC(c2ccccc2)c2cc(Cl)ccc21 (stereo unspecified),-10,2,i,-0.2,1,0.8,0,-1,14,6
COc1cc(NC2=Nc3cccc4cccc2c34)cc(OC)c1OC,3,-1,i,-0.5,-3,2.5,3,4,-66,-14
C[C@@H]1CC=C[C@H]2[C@H]1C(=O)N(Cc1ccccc1)[C@H]2c1ccc2ccccc2c1,-1,15,i,-0.2,12,3.8,0,3,-2,3
COc1cc(OC)cc(C(=O)NNC(=O)CN2C(=O)NC(C)(c3ccccc3)C2=O)c1 (stereo unspecified),-1,3,i,-0.6,1,-0.5,-1,-1,8,3
Cc1ccc(S(=O)(=O)Nc2ccccn2)c(C)c1,.,7,i,-0.1,2,-1.9,-4,-2,-11,-1
CN(C)S(=O)(=O)c1ccc(C(=O)NCC(=O)Nc2ccc(F)c(F)c2)cc1,-13,-13,i,-0.8,1,-2.0,-8,-2,-5,0
CC1Oc2ccccc2OC1(O)c1ccc2ccccc2n1 (stereo unspecified),-8,-3,i,0.0,12,-0.6,-3,-2,4,3
CCn1c(SCC(=O)NC2CC2)nnc1-c1csc(C)c1,7,1,i,-0.3,0,-0.5,0,0,12,-2

# Fetched by compound from above:
SMILES,Scp1 inh,SKN-1 block,Neddyl block,TbMetRS inhib,DNMT1 inh,LMPTP block,NadD block,STEP inh,CendR NRP1 mod,SUMO1-SIM PPI
CCN1CCN(c2ccc(NC(=O)c3ccc(Cl)c(S(=O)(=O)N4CCCC4)c3)cc2)CC1,-5,3,i,-0.4,-5,-0.3,-4,-2,-9,-27
Cc1ccc(S(=O)(=O)Nc2ccccn2)c(C)c1,.,7,i,-0.1,2,-1.9,-4,-2,-11,-1

# More results
SMILES,Scp1 inh,SKN-1 block,Neddyl block,TbMetRS inhib,DNMT1 inh,LMPTP block,NadD block,STEP inh,CendR NRP1 mod,SUMO1-SIM PPI
CCCNC(=S)NC1CC2CCCC(C1)N2Cc1ccc(F)cc1 (stereo unspecified),-4,-4,i,0.2,-2,-0.9,-1,1,-7,-5
COc1ccc(CC(=O)OCC(=O)NC(=O)NC2CCCC2)cc1,4,-5,i,-0.1,1,0.2,2,-2,2,0
O=C(COC(=O)c1ccc(S(=O)(=O)N2CCCC2)cc1)Nc1cccc(F)c1,-8,-3,i,-0.4,-2,1.2,-11,1,3,6
COCc1cc(C)n(CC(=O)N/N=C/c2ccc(-c3ccc(Cl)c(C(=O)O)c3)o2)c(=O)c1C#N,66*,11,i,1.1,58*,-1.2,6,3,-7,15
O=C1C2C3c4ccccc4C(c4ccccc43)[C@@H]2C(=O)N1c1ccccn1 (stereo partly specified),-7,-3,i,0.4,2,-1.4,-1,-4,-10,1
CC(C)c1ccc(NC(=O)CN(Cc2ccccc2)S(C)(=O)=O)cc1,-12,-3,i,-1.1,2,-0.4,-4,-6,-1,-1
O=C(CCC1CCCN(C(=O)C2=CCCC2)C1)N1CCN(c2ccccn2)CC1 (stereo unspecified),-6,6,i,0.4,0,1.7,5,4,-8,14
CC(Nc1ccc2c(c1)OCCO2)C(=O)Nc1ccc2c(c1)OCO2 (stereo unspecified),-5,10,i,-0.3,-2,0.0,-3,0,12,3
CC1CCCC(C)N1C(=O)Cn1cnc2cc([N+](=O)[O-])ccc2c1=O (stereo unspecified),-11,-4,i,-0.2,-1,-0.5,-7,-1,-3,-15
COc1ccc(-c2c(-c3cc(OC)cc(OC)c3)n(C)c3ccc(-c4ccc(N(C)C)nc4)cc23)cc1,11,-6,i,-0.2,1,3.2,16,1,6,-11
Cn1nnnc1SCC(=O)Nc1ccc(Cl)c(S(=O)(=O)N2CCOCC2)c1,1,-3,i,-0.2,-2,-2.2,-1,-2,-2,-2
Cc1ccccc1-c1cnc(C(O)c2ccc(Cl)c(F)c2)[nH]1 (stereo unspecified),.,3,i,-0.1,0,-0.9,3,-3,-2,0
O=S(=O)(Nc1ccc(-n2cccc2)cc1)c1ccc(Cl)cc1Cl,-16,8,i,-0.1,-10,2.8,-1,-1,-14,0
CCC(=O)N[C@H]1C=C[C@H](CC(=O)OC)O[C@@H]1CO,.,1,i,-0.7,.,-1.6,.,.,10,0

# Among those listed so far, 4 have a furan ring, fused or not.
SMILES,Scp1 inh,SKN-1 block,Neddyl block,TbMetRS inhib,DNMT1 inh,LMPTP block,NadD block,STEP inh,CendR NRP1 mod,SUMO1-SIM PPI
C/C(=N\NC(=O)c1cc(C)oc1C)c1ccc2c(c1)OCO2,-7,0,i,0.4,-2,-1.3,0,-1,11,2
N=C1/C(=C\c2ccc(Br)o2)C(=O)N=C2SC(CC(=O)N3CCCCC3)=NN12,80*,14,i,0.1,94*,34,14,18,-64,46*
Cn1nnnc1SCC(=O)c1ccco1,1,2,i,-0.4,1,-2.2,-1,-1,19*,-1
COCc1cc(C)n(CC(=O)N/N=C/c2ccc(-c3ccc(Cl)c(C(=O)O)c3)o2)c(=O)c1C#N,66*,11,i,1.1,58*,-1.2,6,3,-7,15
